RXFP1 agonist – agonists of human relaxin receptor RXFP1; Q9HBX9; HEK293T-RXFP1 cAMP TR-FRET, 30 min; response scale: percent of porcine relaxin response, buffer zero; Potency, µM (titrated, usually from 57.5 µM), without a hit: at the top dose activation, actives largely listed as activators; actives 0.3% (n = 370,000); active = well fitted activation curve with a large enough effect; note: potency is the fitted concentration of half-maximal effect; % is set by controls: 0 for no effect and ±100 for the full control effect; nearly all actives have a fitted effect of over 60% in size; many of its hits are not listed in these tables
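cAMP rise read by TR-FRET after 30 min, 37C compound exposure (up to 58 uM) in RXFP1-transfected HEK293 cells with Ro 20174 present. EC50 from Hill-equation fits, with 29 nM porcine relaxin as 100% and buffer as basal.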
D1 PAM – enhances dopamine response at the human D1 receptor; potentiation, % at 10 µM; actives 0.036% (n = 360,000); HEK293 TREx D1 cells, calcium flux, dopamine EC20 potentiation; P21728; in the data active = potentiation above about 30%; note: 0% is about no effect
Target sequence (P21728 whole entry, looked up): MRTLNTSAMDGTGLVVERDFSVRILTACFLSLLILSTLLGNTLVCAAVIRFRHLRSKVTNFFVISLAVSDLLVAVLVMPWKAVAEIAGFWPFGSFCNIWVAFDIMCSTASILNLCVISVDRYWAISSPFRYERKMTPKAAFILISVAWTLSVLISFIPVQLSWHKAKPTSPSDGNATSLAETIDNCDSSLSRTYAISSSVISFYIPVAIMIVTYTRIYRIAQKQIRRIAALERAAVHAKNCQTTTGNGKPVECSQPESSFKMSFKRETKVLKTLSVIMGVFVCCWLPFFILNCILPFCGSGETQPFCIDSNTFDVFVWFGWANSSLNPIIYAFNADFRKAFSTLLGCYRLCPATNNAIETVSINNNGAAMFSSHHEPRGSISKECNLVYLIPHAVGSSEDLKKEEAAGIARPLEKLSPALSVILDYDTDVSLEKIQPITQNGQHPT
D1 agonist – human D1 receptor agonism; HEK293 T-REx D1 cells, calcium flux, agonist mode; activation, % at 2 µM; P21728; actives 1% (n = 360,000); in the data active = activation above about 30%; note: 0% is about no effect
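Inducible HEK293 T-REx D1 cells, force-coupled to calcium signalling, were plated at 4000 cells/well with tetracycline and held overnight at 30 C. After no-wash calcium dye loading, compound-evoked calcium rise over 180 s flagged agonists.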
D2 antagonist – antagonists of human D2 dopamine receptor; actives 2% (n = 340,000); HEK293 TREx D2 cells, calcium flux, dopamine EC80; P14416; inhibition, % at 10 µM; AID 485344; in the data active = inhibition above about 30%; note: 0% is about no effect
Target sequence (P14416 whole entry, looked up): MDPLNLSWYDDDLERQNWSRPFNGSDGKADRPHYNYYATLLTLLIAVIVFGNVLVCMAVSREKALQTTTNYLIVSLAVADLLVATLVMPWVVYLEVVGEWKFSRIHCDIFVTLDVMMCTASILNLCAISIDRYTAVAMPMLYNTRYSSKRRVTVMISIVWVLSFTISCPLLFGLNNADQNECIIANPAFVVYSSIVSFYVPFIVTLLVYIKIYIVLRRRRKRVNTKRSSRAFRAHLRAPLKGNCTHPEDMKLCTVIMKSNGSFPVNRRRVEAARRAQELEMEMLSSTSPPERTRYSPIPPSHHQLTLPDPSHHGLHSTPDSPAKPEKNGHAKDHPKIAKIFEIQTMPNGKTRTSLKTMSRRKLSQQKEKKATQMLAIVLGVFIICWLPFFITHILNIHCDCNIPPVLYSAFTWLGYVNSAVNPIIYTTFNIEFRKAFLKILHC
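Overnight-induced (tetracycline, 30 C) HEK293 T-REx cells carrying force-coupled D2 receive a no-wash calcium dye, then compound, then EC80 dopamine at 180 s; signals are read kinetically throughout.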
D1 antag – blocks dopamine activation of the human D1 receptor | actives 3.2% (n = 360,000) | HEK293 TREx D1 cells, calcium flux, dopamine EC80; hits give low values | activity change, negative = inhibition, % at 10 µM | P21728 | AID 504652; in the data active = activity change below about -30%; note: % is set by controls: 0 for no effect and ±100 for the full control effect
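Antagonism measured as reduced calcium response to an EC80 dopamine addition following 180 s compound pre-read; cells were inducible HEK293 Trex D1 plated overnight at 30 C, read kinetically at 1 cycle/sec.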
D2 PAM – D2 dopamine receptor (human) potentiation. HEK293 T-REx D2, calcium flux, EC20 dopamine potentiation. P14416. actives 0.34% (n = 340,000). potentiation, % at 10 µM;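 active = potentiation over 3 SD above the plate norm, cut at about 30% in these data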; note: 0% is about no effect
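Cells plated with tetracycline inducer and held overnight at 30 C; calcium dye loaded 30–90 min at room temperature; baseline taken, compound added and read 180 s; EC20 dopamine then added and read 180 s.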
RXFP1 antag – antagonists of human relaxin receptor RXFP1; Q9HBX9; HEK293-RXFP1, relaxin-stimulated cAMP HTRF, 30 min; hits give low values; activity change, negative = inhibition, % at 57.5 µM; actives 0.59% (n = 350,000);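 active = activity change of -60% or lower, but not beyond a set lower limit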; note: % is set by controls: 0 for no effect and ±100 for the full control effect
TRHR PAM – allosteric enhancers of human TRH receptor; actives 0.66% (n = 360,000); TRHR cells, fluo-8 calcium fluorescence, EC20 TRH enhancement; P34981; AID 493056; enhancement, % at 2 µM; in the data active = enhancement above about 30%; note: 0% is about no effect
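Enhancer read-out: after compound pinning and an initial kinetic agonist-mode read, an EC20 of TRH (10 nM final) was injected and fluo-8 calcium signal (Ex 480/Em 530) followed at 1 s/cycle for 100 cycles in TRHR-expressing cells.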
D2 agonist – agonists of human D2 dopamine receptor. HEK293 T-REx D2 cells, calcium flux agonist mode. activation, % at 2 µM. actives 0.53% (n = 340,000). AID 485358;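 active = activation over 3 SD above normal in the single-dose calcium agonist read, cut at about 30% in these data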; note: 0% is about no effect
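In this primary screen, compounds producing a positive calcium signal within 180 s of addition to tetracycline-induced, force-coupled HEK293 Trex D2 cells are flagged; cells are dye-loaded with a no-wash calcium kit beforehand.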
Starred values were filed as active, the others as inactive; / = not tested or not shown; & = joins results of further samples.

Compound	RXFP1 antag	D1 agonist	D2 antagonist	TRHR PAM	D1 antag	D1 PAM	D2 PAM	RXFP1 agonist	D2 agonist
O=[N+]([O-])c1ncn(Cc2ccccc2Cl)n1	12	1	-9	4	12	-2	9	1.1%	0.2
COc1ccc(C2Nc3ccccc3C(=O)N2Cc2ccco2)cc1COc1ccc([N+](=O)[O-])cc1 (stereo not drawn)	-2	3&2	1	-3&4	-6&-9	-3&4	12	-2.7%	0.2
O=c1cc(N2CCCCC2)c(-c2ccccc2)nn1Cc1cccc(Cl)c1	-10	2	9	-10	0	3	1	-1.1%	0.2
COc1ccccc1NC(=O)NCCc1ccccc1	1	0	25	-9	-6	-3	1	3.7%	-0.6
CCN(CC)S(=O)(=O)c1ccc2[nH]c(=O)cc(C(=O)NCc3ccccc3)c2c1	4	0	8	9	1	-3	13	1.6%	0.5
CC(OC(=O)c1cccc(-n2cnnn2)c1)C(=O)NC1(C#N)CCCCC1 (stereo not drawn)	-2	2	/	-2	7	-4	/	0.2%	/
c1ccc(Cn2c(CN3CCCC3)nc3ccccc32)cc1	2	0	/	-5	26	-3	/	3.8%	/
COc1cccc(C(C(=O)NCC2CCCO2)N(C(=O)Cn2nnc3ccccc32)c2ccc(NC(C)=O)cc2)c1OC (stereo not drawn)	13	3	-18	-5	5	-7	-10	-0.7%	0.9
CO/N=C/NC(=O)c1c(OC)ccnc1Oc1ccccc1	14	2	-31	12	9	0	8	0.0%	-1.2
Cc1ccc(N2C(=O)CC3(CCCC3)CC2=O)cc1	1	1	/	0	-4	-9	/	-4.6%	/
CCc1c(C)sc(NC(=O)c2cc3nc(-c4ccc(OC)cc4)cc(C(F)(F)F)n3n2)c1C(=O)OC	3	0	/	8	-18	1	3	6.2%	/
Cc1cnc(NC(=O)c2cccc(S(=O)(=O)N3CC(C)OC(C)C3)c2)s1 (stereo not drawn)	1	4	-14	-11	-27	-1	0	0.3%	-4.4
O=c1cc(CSc2ccccc2)[nH]c(=S)[nH]1	-10	1	10	-1	-1	-2	1	-0.9%	-0.3
O=C(CNC(=O)C(c1ccccc1)c1ccccc1)OCC(=O)c1cccs1	/	2	-10	-1	12	-1	5	-0.7%	-0.9
COC(=O)c1[nH]c2ccc(C)cc2c1NC(=O)CN1CCN(C(=O)c2ccccc2)CC1	-1	0	27	-9	28	-4	/	-0.4%	1.5
COc1ccc(S(=O)(=O)NC(C)C(=O)Nc2ccccc2C(F)(F)F)cc1 (stereo not drawn)	8	-2	13	0	/	-1	6	0.1%	0.5
O=S(=O)(Nc1nc2ccccc2nc1N1CCc2ccccc2C1)c1ccc(Br)cc1	-19	0	-15	3	5	7	8	2.6%	0.3
CCOc1ccc(OCc2ccc(C(=O)N(CC)CC)cc2)cc1	0	16	-4	-3	-42*	-6	1	0.3%	-1.2
Cc1ccccc1Nc1c(-c2ccccc2)nc2ncccn12	-10	-1	3	4	6	11	-11	3.9%	1.8
COc1ccc(NC(=O)Nc2nnc(N3CCCCC3C)s2)cc1OC (stereo not drawn)	/	0	-7	4	16	-7	0	0.6%	1.1

Record cards (already shown). Values in the order: RXFP1 antag	D1 agonist	D2 antagonist	TRHR PAM	D1 antag	D1 PAM	D2 PAM	RXFP1 agonist	D2 agonist
Listed for COc1ccc(NC(=O)Nc2nnc(N3CCCCC3C)s2)cc1OC (stereo not drawn) : /	0	-7	4	16	-7	0	0.6%	1.1
Listed for O=S(=O)(Nc1nc2ccccc2nc1N1CCc2ccccc2C1)c1ccc(Br)cc1 : -19	0	-15	3	5	7	8	2.6%	0.3

Next structures follow:
Compound	RXFP1 antag	D1 agonist	D2 antagonist	TRHR PAM	D1 antag	D1 PAM	D2 PAM	RXFP1 agonist	D2 agonist
Cc1ccc(S(=O)(=O)NCc2ccc(C(=O)NCCc3ccc(S(N)(=O)=O)cc3)cc2)cc1	-12	3	-10	-7	-5	0	-4	2.6%	0.0
O=C(COC(=O)C1(c2ccc(F)cc2)CCCC1)N1CCN(C(=O)c2ccco2)CC1	-9	6	-7	-9	-20	-10	-5	0.6%	0.0
COc1cc(Cc2nccc3cc(OC)c(OC)cc23)c(S(=O)(=O)O)cc1OC	9	1	15	8	-15	3	5	2.9%	0.1
c1ccc(-c2cn(-c3ccccc3)c3ncnc(N4CCN(c5ccccc5)CC4)c23)cc1	5	-1	/	4	-24	0	4	1.3%	-0.4
NC(=NCCc1c[nH]c2ccccc12)NS(=O)(=O)c1ccc(F)cc1	10	-1	8	-2	4	-14	-6	-0.2%	-1.3
CCC1Oc2ccc(C)cc2N(CC(=O)NC2CCCCC2)C1=O (stereo not drawn)	-8	3	-4	-2	-8	-5	8	1.7%	-1.3
CCC(=O)c1ccc(OCC(=O)OC(C)C(=O)NCc2ccc3c(c2)OCO3)cc1 (stereo not drawn)	-1	6	-12	4	-9	0	-3	-0.1%	-0.2
CC1CN(CC(O)COc2ccccc2C(C)(C)C)CC(C)O1 (stereo not drawn)	-6	124*	-6	-3	-31*	-3	-1	-0.1%	-0.6
COc1ccc(NC(=O)N[C@@H](Cc2ccccc2)C(=O)NN)cc1	-3	1	/	-13	10	4	/	2.8%	/
NC(=O)CSc1nc2ccccc2c(=O)n1-c1ccccc1	-5	0	41*	12	-2	-3	5	1.0%	-0.5
COc1ccc(O[C@H]2C=C[C@@H](c3ccccc3)O[C@@H]2COC(=O)CC/C(C)=N/OC[C@@H](O)COCc2ccco2)cc1	/	8	-28	0	-11	-4	-4	3.2%	-0.1
Cc1noc(C)c1C(=O)Nc1ccc(N(C)C)cc1	-4	0	16	-1	20	-8	-19	1.1%	0.5
Cc1ccc(C)c(-n2c(CNc3ccc(F)cc3)nnc2SCC(N)=O)c1	-1	1	0	4	9	-5	-9	1.4%	23
COc1cccc(NC(=O)CC2C(=O)OCCN2Cc2ccccc2)c1 (stereo not drawn)	0	11	/	4	3	-3	-2	0.1%	-0.1
O=C(c1cn(-c2ccccc2)nc1-c1cccc([N+](=O)[O-])c1)N1CCCCC1	-17	3	-3	2	18	-2	4	0.4%	1.6
CCOC(=O)COc1ccc2nsnc2c1	-9	0	3	0	-4	-2	-6	9.3%	0.1
CC(=O)N1c2ccc(S(=O)(=O)N3CCC(C(=O)N4CCN(c5cc(Cl)ccc5C)CC4)CC3)cc2CC1C (stereo not drawn)	6	8	3	-2	-33*	-2	-4	3.7%	2.0
CC1(C)C(=O)N(CC(=O)Nc2cccc(F)c2)c2ccc(S(=O)(=O)N3CCCCC3)cc21	-19	1	/	-1	19	-3	2	2.6%	2.1
COc1cc(OC)c(NC(=O)c2c3c(nn2C)-c2ccccc2SC3)cc1Cl	/	1	/	3	2	3	5	-1.6%	2.0
COCCNC(=O)Nc1ccc2c(c1)N(C)C(=O)c1ccccc1S2	-7	3	0	-12	8	6	-4	1.1%	-5.7
Nc1ccc(-c2ncc(-c3ccccc3)o2)cc1	3	2	0	7	-10	-3	-4	13%	-2.0
Cc1ccc(S(=O)(=O)N2CCN(C(=O)CSc3nc4ccccc4o3)C2)cc1	2	6	/	7	-13	-5	/	2.4%	/
COc1cc(C)c(CN2CCCCC2CO)cc1C (stereo not drawn)	-8	3	-8	-2	11	0	-3	1.9%	0.6
COc1ccc(C(CC(=O)NCc2ccco2)c2ccc(F)cc2)cc1 (stereo not drawn)	-12	0	-5	5	0	-1	4	1.2%	-1.0
Cc1nc2sc(C(c3ccco3)N3CCN(c4ccccc4F)CC3)c(O)n2n1 (stereo not drawn)	-4	4	-2	4	6	-3	4	1.7%	1.0
Cc1cccc(OC(=O)c2ccc3nccnc3c2)c1	-6	-2	3	6	-4	-6	0	-4.1%	-0.2
CN1C(=O)CC(C(=O)Nc2ccccc2F)SC1=Nc1ccc2c(c1)OCO2 (stereo not drawn)	-15	-3	6	-3	-7	3	15	-0.3%	-0.2
NC(=O)c1ccccc1NC(=O)COC(=O)C1(c2ccccc2)CC1	5	4	-11	9	2	4	1	-0.4%	0.0
CCN(c1ccccc1)S(=O)(=O)c1ccc(Cl)c(C(=O)NCc2ccco2)c1	-12	6	-25	-5	-4	-2	-3	-0.5%	-2.6
CC1=C(C(=O)NCc2ccc(C)cc2)C2(CCCCC2)OC1=O	10	-2	/	7	7	-1	8	-0.2%	0.6
CCc1ccc(/C=N/NC(=O)c2ccc(OC3CCCC3)cc2)s1	-4	-1	10	-1	11	-3	2	-1.4%	-1.2
O=C(c1ccc2c(c1)N(Cc1cccc(Cl)c1)C(=O)c1ccccc1S2(=O)=O)N1CCCCCC1	9	1	/	7	5	0	-4	1.8%	0.6
COc1cccc(NC(=O)CN(C)C(C)C(=O)Nc2cc([N+](=O)[O-])ccc2Cl)c1 (stereo not drawn)	0	7	1	3	10	-7	-4	-0.5%	-0.4
Cc1ccc(C(=O)N/C(=C/c2ccco2)C(=O)N2CCCCC2)cc1	-6	1	-25	7	-6	2	-6	0.0%	0.6

Molecules above with a nitro group on carbon (4):
Compound	RXFP1 antag	D1 agonist	D2 antagonist	TRHR PAM	D1 antag	D1 PAM	D2 PAM	RXFP1 agonist	D2 agonist
O=[N+]([O-])c1ncn(Cc2ccccc2Cl)n1	12	1	-9	4	12	-2	9	1.1%	0.2
COc1ccc(C2Nc3ccccc3C(=O)N2Cc2ccco2)cc1COc1ccc([N+](=O)[O-])cc1 (stereo not drawn)	-2	3&2	1	-3&4	-6&-9	-3&4	12	-2.7%	0.2
O=C(c1cn(-c2ccccc2)nc1-c1cccc([N+](=O)[O-])c1)N1CCCCC1	-17	3	-3	2	18	-2	4	0.4%	1.6
COc1cccc(NC(=O)CN(C)C(C)C(=O)Nc2cc([N+](=O)[O-])ccc2Cl)c1 (stereo not drawn)	0	7	1	3	10	-7	-4	-0.5%	-0.4

Screening results: PubChem, National Center for Advancing Translational Sciences (NCATS)

These rows are one share of the data, so the mix of outcomes need not match the whole.
